High-throughput results deposited in PubChem BioAssay by several laboratories.
MC4R antag cAMP – antagonists of human melanocortin 4 receptor (MC4R) | 360,000 tested, 0.48% active | AID 540295 | MC4R-expressing cells, MTII-stimulated cAMP, LANCE TR-FRET | P32245 | inhibition, % at 6.5 µM;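 active = inhibition above its plate's cutoff, the mean of tested wells on that plate plus 3 SD, cut at about 29% in these data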;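 also: 0% = Melanotan II alone and 100% = Melanotan II plus saturating MCL0020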
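Assay system: U2OS cells stably expressing human melanocortin 4 receptor (MC4R) / Dosing: 6.5 µM / Timing: compound 30 min, challenge 1 h, detection 1 h / Measured by: Eu-cAMP/anti-cAMP TR-FRET, emission 671 nm / Replicates: singlicate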
LMP1 NFkB inh – inhibitors of Epstein-Barr LMP1-induced NF-kappaB reporter; inhibition, % at 12.5 µM; AID 504558; 350,000 tested, 0.69% active; LMP1-induced NF-kappaB luciferase reporter cells, luminescence; in the data active = inhibition above about 41%;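 also: 0% = neutral control wells and 100% = reference inhibitor control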
ABHD5 PLIN5 PPI – blocks binding of human ABHD5 to perilipin-5. Q00G26+Q8WTS1. Split G. princeps luciferase complementation, luminescence, 4 h. inhibition, % at 4 µM. 360,000 tested, 0.78% active;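 active = inhibition above the mean inhibition across every tested compound plus 3 SD, cut at about 22% in these data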;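 also: 0% = DMSO only wells and the 100% control is not disclosed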
NOD2 RIPK2 PPI – NOD2-RIPK2 protein interaction inhibition; O43353; CHO BLA complementation NOD2-RIPK2, CCF4 ratio; inhibition, % at 4.98 µM; 360,000 tested, 0.38% active; AID 624267; in the data active = inhibition above about 21%;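 also: 0% = vehicle only and 100% = reference blocker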
NR5A2 inv ag – NR5A2 inverse agonism in reporter assay; O00482; HEK293T StAR-luciferase reporter, LRH-1 transfected, 24 h; inhibition, % at 3.6 µM; 360,000 tested, 0.13% active; AID 602396;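 active = inhibition above the mean inhibition of all tested compounds plus 3 SD, cut at about 73% in these data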;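 also: 0% = DMSO wells and 100% = reporter-only cells lacking LRH-1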
MC4R barr agon – agonists of human melanocortin 4 receptor (MC4R) beta-arrestin. P32245. U2OS MC4R beta-arrestin complementation, luminescence; percent of melanotan II response, DMSO zero. activation, % at 8.9 µM. 360,000 tested, 0.98% active;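 active = activation above a per-plate cutoff, the mean activation of sample wells on that plate plus 3 SD, cut at about 8% in these data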
COUP-TFII inh – blocks human COUP-TFII nuclear receptor; P24468; HEK293T NGFI-A luciferase reporter, luminescence; inhibition, % at 8.6 µM; 370,000 tested, 0.7% active; AID 686940;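 active = inhibition above a per-plate cutoff, mean inhibition of test wells between control levels plus 3 SD, cut at about 38% in these data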;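 also: cells cotransfected with COUP-TFII expression vector driving the NGFI-A reporter; 0% = median of COUP-TF2 test wells and 100% = reporter-only cells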
SRC3 inh – inhibitors of human steroid receptor coactivator 3 (SRC3); Q9Y6Q9; HEK293 GAL4-SRC3 luciferase reporter, luminescence; inhibition, % at 3.6 µM; 360,000 tested, 0.17% active;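 active = inhibition above a per-campaign cutoff, the mean of all compounds plus 3 SD, cut at about 60% in these data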;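 also: 0% = DMSO-treated cells and 100% = gossypol-treated cells at 36 µM; higher means less SRC3-driven luciferase light from the GAL4 reporter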
TLR9-MyD88 block – blocks human TLR9 binding to MyD88; inhibition, % at 4.98 µM; AID 504734; 340,000 tested, 0.21% active; CHO BLA complementation TLR9-MyD88, CCF4 FRET ratio;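 active = inhibition above the mean over all tested compounds plus 3 SD, cut at about 21% in these data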;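 also: 0% = DMSO only wells and 100% = clavulanate BLA inhibitor control wells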
NCOA1 inh – inhibitors of human steroid receptor coactivator 1 (SRC1); Q15788; HEK293 GAL4-SRC1 luciferase reporter, luminescence; inhibition, % at 3.6 µM; 360,000 tested, 0.12% active; AID 588354;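 active = inhibition above the campaign mean plus 3 SD, with each screening campaign given its own cutoff, cut at about 60% in these data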;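 also: 0% = DMSO treated cells and 100% = gossypol at 36 µM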
NCOA2 inhibitor – inhibits human steroid receptor coactivator 2; Q15596; HEK293 GAL4-SRC2 luciferase reporter, luminescence; inhibition, % at 9 µM; 370,000 tested, 0.17% active; AID 651957;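 active = inhibition above the mean inhibition of all tested compounds plus 3 SD, set per campaign, cut at about 52% in these data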;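 also: 0% = DMSO treated cells and 100% = cells given Gossypol at 36 µM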
Target sequence (Q15596 whole entry, looked up, the tested form may be a part): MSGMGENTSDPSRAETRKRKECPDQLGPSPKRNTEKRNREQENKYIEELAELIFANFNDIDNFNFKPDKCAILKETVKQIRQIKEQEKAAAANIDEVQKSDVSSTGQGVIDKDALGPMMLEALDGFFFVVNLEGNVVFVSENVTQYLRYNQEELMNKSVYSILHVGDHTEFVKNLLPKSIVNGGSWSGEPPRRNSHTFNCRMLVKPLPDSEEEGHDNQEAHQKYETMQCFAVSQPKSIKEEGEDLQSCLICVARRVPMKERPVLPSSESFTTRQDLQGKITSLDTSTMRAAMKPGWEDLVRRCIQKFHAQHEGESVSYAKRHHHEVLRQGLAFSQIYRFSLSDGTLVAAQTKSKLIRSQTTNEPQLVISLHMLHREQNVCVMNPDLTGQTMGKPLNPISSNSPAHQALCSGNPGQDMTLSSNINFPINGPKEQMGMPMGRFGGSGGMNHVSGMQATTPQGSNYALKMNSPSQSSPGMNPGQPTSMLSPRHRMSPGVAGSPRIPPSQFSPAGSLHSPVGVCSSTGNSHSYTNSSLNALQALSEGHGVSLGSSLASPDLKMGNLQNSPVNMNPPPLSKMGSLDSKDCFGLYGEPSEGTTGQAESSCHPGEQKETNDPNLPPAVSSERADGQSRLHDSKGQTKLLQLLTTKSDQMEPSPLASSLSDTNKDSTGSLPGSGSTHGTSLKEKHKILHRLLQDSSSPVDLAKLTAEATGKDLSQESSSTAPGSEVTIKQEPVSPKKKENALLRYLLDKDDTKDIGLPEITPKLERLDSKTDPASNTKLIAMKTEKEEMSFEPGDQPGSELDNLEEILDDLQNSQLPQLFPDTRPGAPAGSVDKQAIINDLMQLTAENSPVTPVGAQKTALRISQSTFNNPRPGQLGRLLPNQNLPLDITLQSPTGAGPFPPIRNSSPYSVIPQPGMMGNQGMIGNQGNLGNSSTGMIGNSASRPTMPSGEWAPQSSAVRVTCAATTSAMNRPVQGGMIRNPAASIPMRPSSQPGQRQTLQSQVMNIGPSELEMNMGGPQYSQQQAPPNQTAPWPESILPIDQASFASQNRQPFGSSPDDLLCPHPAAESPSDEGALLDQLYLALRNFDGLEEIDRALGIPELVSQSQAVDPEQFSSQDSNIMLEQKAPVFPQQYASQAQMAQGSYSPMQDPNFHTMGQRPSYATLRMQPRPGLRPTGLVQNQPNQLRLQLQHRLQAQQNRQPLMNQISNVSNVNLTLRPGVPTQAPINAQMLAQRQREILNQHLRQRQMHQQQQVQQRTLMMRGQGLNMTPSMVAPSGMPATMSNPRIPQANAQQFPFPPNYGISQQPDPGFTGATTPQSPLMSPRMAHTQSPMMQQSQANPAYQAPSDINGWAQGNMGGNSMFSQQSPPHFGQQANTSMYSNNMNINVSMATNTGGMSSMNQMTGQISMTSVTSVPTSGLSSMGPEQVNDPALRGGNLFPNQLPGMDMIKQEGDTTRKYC
* marks the source's active call; other numbers are inactive results; nt = not tested or not shown.

Below each SMILES – MC4R antag cAMP, LMP1 NFkB inh, ABHD5 PLIN5 PPI, NOD2 RIPK2 PPI, NR5A2 inv ag, MC4R barr agon, COUP-TFII inh, SRC3 inh, TLR9-MyD88 block, NCOA1 inh, NCOA2 inhibitor
O=C(c1cccc2ccccc12)C1CCCN(C(=O)c2ccc(N3CCOCC3)cc2)C1 (configuration not stated)
 : -1, 6, -2, -1, -11, -1.0, 11, 4, 1, 3, -4
CCOP(=O)(O)c1ccccc1OCCOCCOc1ccccc1P(=O)(O)OCC
 : -4, -9, -4, -28, 24, -0.5, 7, 6, -7, 7, -22
COc1ccc(CNC(=O)N2CCN(S(=O)(=O)c3ccc(C)cc3C)CC2)cc1
 : 0, 1, -1, -6, -15, 0.2, 17, -6, 7, -3, -1
O=C(NCc1ccccc1)C1CC(=O)N(C2CCCCC2)C1 (configuration not stated)
 : 15, -3, 4, 4, -9, -1.5, -7, 6, -2, 8, -27
COc1ccccc1CNC(=O)Cc1cc(=O)[nH]c(=O)[nH]1
 : 22, 3, -1, -4, 8, 0.0, 0, -21, -5, -13, -4
CC(NC(=O)CCCc1nnc2n(C)c(=O)c3sccc3n12)c1ccccc1 (configuration not stated)
 : -2, nt, 1, 9, 16, -3.4, -1, -27, -8, 0, -58
COc1ccccc1C(=O)N1CCN(Cc2cccnc2)CC1
 : 2, -5, 0, -8, -10, -0.8, -8, -15, 6, -7, -31
CCCCOC(=O)n1ccc(C(=O)Nc2ccccc2OC)n1
 : 6, 3, 6, 0, -6, 0.0, 2, -17, -2, 3, -24
COc1cccc(C2(C)NC(=O)N(CC(=O)c3cc(C)n(C4CC4)c3C)C2=O)c1 (configuration not stated)
 : 2, -14, 3, -7, -13, 0.8, -3, 6, -12, -13, 25
c1cncc(-c2csc(NCc3ccco3)n2)c1
 : -1, -6, -11, -15, -42, -0.5, 2, -3, 7, -20, -25
CCN(CC)S(=O)(=O)c1cc(NC(=O)Cc2ccsc2)ccc1C
 : 15, 1, 2, -2, -18, -0.7, 7, -14, -9, 4, -19
O=S(=O)(c1cccc(-c2nc3ccccc3s2)c1)N1CCCC1
 : 9, -6, 1, -2, -22, -0.5, -4, -18, 4, -48, 3
Cc1cn([C@H]2C[C@H](O)[C@@H](CNCc3cnc(N4CCOCC4)s3)O2)c(=O)[nH]c1=O
 : 21, -3, 1, -2, -3, 1.1, -4, -19, -9, -2, -1
COc1ccc(C(=O)NCCc2ccccc2)cc1[N+](=O)[O-]
 : 8, -11, -9, 7, -11, -0.7, -22, -31, -1, -13, -14
COc1ccc(C(CNC(=O)COc2ccccc2C#N)N2CCOCC2)cc1 (configuration not stated)
 : 20, 0, 1, -5, -9, 2.3, -7, -10, -4, -13, 13

Look-ups from above:
Entry for CCCCOC(=O)n1ccc(C(=O)Nc2ccccc2OC)n1 under NCOA1 inh: 3
Entry for CCOP(=O)(O)c1ccccc1OCCOCCOc1ccccc1P(=O)(O)OCC under SRC3 inh: 6
Entry for CCN(CC)S(=O)(=O)c1cc(NC(=O)Cc2ccsc2)ccc1C under MC4R barr agon: -0.7

Molecules shown so far containing an aryl methoxy group:
Below each SMILES – MC4R antag cAMP, LMP1 NFkB inh, ABHD5 PLIN5 PPI, NOD2 RIPK2 PPI, NR5A2 inv ag, MC4R barr agon, COUP-TFII inh, SRC3 inh, TLR9-MyD88 block, NCOA1 inh, NCOA2 inhibitor
COc1ccc(CNC(=O)N2CCN(S(=O)(=O)c3ccc(C)cc3C)CC2)cc1
 : 0, 1, -1, -6, -15, 0.2, 17, -6, 7, -3, -1
COc1ccccc1CNC(=O)Cc1cc(=O)[nH]c(=O)[nH]1
 : 22, 3, -1, -4, 8, 0.0, 0, -21, -5, -13, -4
COc1ccccc1C(=O)N1CCN(Cc2cccnc2)CC1
 : 2, -5, 0, -8, -10, -0.8, -8, -15, 6, -7, -31
CCCCOC(=O)n1ccc(C(=O)Nc2ccccc2OC)n1
 : 6, 3, 6, 0, -6, 0.0, 2, -17, -2, 3, -24
COc1cccc(C2(C)NC(=O)N(CC(=O)c3cc(C)n(C4CC4)c3C)C2=O)c1 (configuration not stated)
 : 2, -14, 3, -7, -13, 0.8, -3, 6, -12, -13, 25
COc1ccc(C(=O)NCCc2ccccc2)cc1[N+](=O)[O-]
 : 8, -11, -9, 7, -11, -0.7, -22, -31, -1, -13, -14
COc1ccc(C(CNC(=O)COc2ccccc2C#N)N2CCOCC2)cc1 (configuration not stated)
 : 20, 0, 1, -5, -9, 2.3, -7, -10, -4, -13, 13

(more compounds)
Below each SMILES – MC4R antag cAMP, LMP1 NFkB inh, ABHD5 PLIN5 PPI, NOD2 RIPK2 PPI, NR5A2 inv ag, MC4R barr agon, COUP-TFII inh, SRC3 inh, TLR9-MyD88 block, NCOA1 inh, NCOA2 inhibitor
CC(C)CNC1CS(=O)(=O)CC1O (configuration not stated)
 : 7, 2, -3, 0, 1, -0.3, 15, 9, 1, 2, 0
CCCCNC(=O)CSc1nc2ccc(C)cc2[nH]1
 : 3, 2, 1, 4, 0, -2.5, 8, 9, 3, 4, 3
COC(=O)c1ccc(Cn2cc(C(F)(F)F)cc([N+](=O)[O-])c2=O)cc1
 : 19, -6, -8, -2, -18, -1.4, 14, 7, 5, 6, -11
C=CCNC(=O)C12CCC(C)(C(=O)C1Br)C2(C)C (configuration not stated)
 : 10, -5, 1, 2, -3, 0.2, 7, 6, 6, -3, -1
CCOc1ccc(C(=O)NCC(=O)N2CCCC2)cc1
 : 5, -1, 17, 6, -18, -1.2, 11, 3, 6, -26, -21
COc1ccc(C)cc1NC(=O)C1CCCCN1S(=O)(=O)c1ccccc1 (configuration not stated)
 : 20, 4, 2, 4, 2, -2.6, 15, -11, -8, 9, 10
CC(C)c1ccc(C(=O)NCc2ccc(Cl)cc2)cc1
 : 0, -14, -4, 2, -65, 0.5, -25, -31, 9, -34, -52
CN1CCN(C(=O)C2=C[C@@H](C3CC3)C[C@@H](OCc3ccc(CO)cc3)O2)CC1
 : 5, -8, -4, -6, 9, -2.4, -4, -13, 3, -14, -34
O=C1CC(SCCc2nc3ccccc3[nH]2)C(=O)N1c1ccc(F)c(Cl)c1 (configuration not stated)
 : 0, -4, -9, 4, -14, -1.6, -7, -5, -5, -6, 8
CC(=O)NC12CC3CC(C1)CC(C(=O)OCC(=O)Nc1ncc(Cl)cc1Cl)(C3)C2
 : 9, -12, 0, -7, -10, -1.5, 3, -15, -1, -1, 3
Cc1nc(SCCOc2ccccc2)[nH]c(=O)c1Cc1ccccc1
 : 2, -1, -7, -14, -5, -1.9, -12, 6, -5, -37, -10
COc1ccc(S(=O)(=O)NC(C)c2ccc3c(c2)OCCO3)cc1 (configuration not stated)
 : 3, 0, 1, -9, 3, -0.9, -13, 9, 2, 4, -18
CC(=O)Nc1ccc(S(=O)(=O)N(C)c2ccc(O)cc2)cc1
 : 11, 0, 9, 6, 0, 0.3, -6, 1, -10, 5, 6
COc1ccccc1N1CCN(C(=O)CCc2nnc3ccc(N4CCCC4)nn23)CC1
 : 2, 5, 1, -9, -15, -1.2, 5, -11, -10, 2, 7
CC1(C(=O)NS(=O)(=O)c2cccs2)CCN1C(=O)Cc1ccccc1 (configuration not stated)
 : 0, nt, 3, -1, 28, -0.1, 1, 5, nt, -8, -37
Cc1cccc(C(=O)NNC(=O)c2ccc(Br)cc2)c1
 : 4, 2, 3, 4, -25, -0.7, 3, 15, -9, 0, 5
CCN(CC(=O)NCc1cccs1)C(=O)c1ccc(S(=O)(=O)N(CC)c2ccccc2)cc1
 : -1, -9, -7, -5, -1, -0.8, -13, -27, 1, -19, 0
CCOc1cc(C(=O)NCc2ccco2)cc(OCC)c1OCC
 : 16, -1, 4, -18, -13, 0.5, 29, 3, -10, -47, 18
O=C(CSc1nnc(-c2ccc([N+](=O)[O-])cc2)o1)Nc1ccccn1
 : 11, 12, -4, -5, -60, 1.7, -31, -82, -2, -79, -44
O=C(CCSc1ccccc1)Nc1ccccc1C(=O)N1CCCC1
 : 6, 2, 6, 1, 8, 5.1, 12, 15, 6, -7, 13
Cc1ccc(CC2C(=O)N(c3cc(Cl)ccn3)C(=O)C2C)cc1 (configuration not stated)
 : 4, -1, 3, -2, -21, -0.1, -22, 0, 4, 5, -38
CCCc1cc(=O)oc2cc(OCc3ccc(C(=O)O)cc3)ccc12
 : 2, -3, 0, 6, -7, -1.7, -14, -24, -1, -18, -17
Cc1nc2cc(F)ccc2n1C1CCN(C(=O)c2ccc(F)cc2F)CC1
 : 0, 2, 3, 8, 6, -2.7, 15, 11, 7, 6, 23
CCOc1ccc(S(=O)(=O)Nc2ccc(C(=O)NCC(C)(C)N3CCOCC3)cc2)cc1
 : -2, 2, -8, 7, 0, -0.6, 4, -9, -6, -11, -11
COc1ccc(N=C2NC(=O)/C(=C\c3ccco3)S2)cc1
 : -8, -7, 7, 9, -8, -0.7, -3, -5, -3, -47, -41
CC(=O)Nc1ccc(CN2CCCCCCC2)cc1
 : 1, 0, -11, 7, 10, -1.8, 7, 9, 0, -21, -4
Cc1cc(C)n2nc(SCc3ccc(F)cc3Cl)nc2n1
 : -13, 0, 7, -3, -7, -2.8, 0, -33, 2, -14, 12
CCC(C)(C)NC(=O)C(c1ccccn1)N(C(=O)c1csnn1)c1ccccc1 (configuration not stated)
 : -5, 5, -3, -2, -1, -1.9, -2, 4, -6, 6, 3
COc1ccc(-c2csc3nc(-c4ccccc4OC)oc(=O)c23)cc1
 : 7, -1, -2, -17, 1, -1.6, 8, -4, 10, -37, -16
CCCCN1C(=O)C(CC(=O)NCc2ccco2)CC(C(=O)N(C(C)C)C(C)C)=C1C (configuration not stated)
 : nt, nt, -4, -4, -1, nt, 17, 3, nt, 1, 15
Cc1nn(-c2ccccc2)c(C)c1C(=O)Nc1ccc(N2CCOCC2)cc1
 : 22, 6, 0, 7, 2, -1.9, -2, -3, 11, 2, -20
Cc1ccccc1-n1ncc2c1CC(C)(C)CC2NC(=O)c1snnc1C (configuration not stated)
 : 15, -3, -13, -5, -8, -3.3, 7, -7, -5, 15, -1

Part of the list above in order of molecular weight, rising.
Below each SMILES – MC4R antag cAMP, LMP1 NFkB inh, ABHD5 PLIN5 PPI, NOD2 RIPK2 PPI, NR5A2 inv ag, MC4R barr agon, COUP-TFII inh, SRC3 inh, TLR9-MyD88 block, NCOA1 inh, NCOA2 inhibitor
Cc1cc(C)n2nc(SCc3ccc(F)cc3Cl)nc2n1
 : -13, 0, 7, -3, -7, -2.8, 0, -33, 2, -14, 12
O=C(CSc1nnc(-c2ccc([N+](=O)[O-])cc2)o1)Nc1ccccn1
 : 11, 12, -4, -5, -60, 1.7, -31, -82, -2, -79, -44
Cc1nn(-c2ccccc2)c(C)c1C(=O)Nc1ccc(N2CCOCC2)cc1
 : 22, 6, 0, 7, 2, -1.9, -2, -3, 11, 2, -20

This is a subset, so the mix of outcomes need not match the whole.
